# M4 PAM = human M4 muscarinic receptor positive allosteric modulators, primary screen, CHO-K1 cells, Fluo-8 calcium fluorescence; Muscarinic acetylcholine receptor M4 (Homo sapiens), P08173; CHO-K1 hM4/Gqi5, ACh EC20; 0% = ACh EC20, 100% = maximal ACh; activation, % at 3 µM; 360,000 tested, 0.4% active; AID 624126, 2012;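 active = activation above its plate's cutoff, the mean activation of sample wells plus 3 SD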; also: some results filed as inactive read as strong as hits
# MEKK3 PB1 HTS = modulators of MEKK3-MEK5 PB1 binding, primary screen, biochemical, wildtype MEKK3, multiplex bead flow cytometry, Alexa488-MEK5; bead-based flow cytometry, Alexa488-MEK5 binding to MEKK3; actives lie on both sides; 0 = blocked by unlabeled MEK5, 100 = vehicle; binding response (% of control), % at 10 µM; 290,000 tested, 1.4% active; AID 1529, 2009;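 active = binding response more than 3 SD above or below the average of its plate-row segment, actives on both sides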;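 also: Alexa488 bead fluorescence after subtracting the streptavidin-only scavenger bead signal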
# Target sequence (Q99759 whole entry, looked up): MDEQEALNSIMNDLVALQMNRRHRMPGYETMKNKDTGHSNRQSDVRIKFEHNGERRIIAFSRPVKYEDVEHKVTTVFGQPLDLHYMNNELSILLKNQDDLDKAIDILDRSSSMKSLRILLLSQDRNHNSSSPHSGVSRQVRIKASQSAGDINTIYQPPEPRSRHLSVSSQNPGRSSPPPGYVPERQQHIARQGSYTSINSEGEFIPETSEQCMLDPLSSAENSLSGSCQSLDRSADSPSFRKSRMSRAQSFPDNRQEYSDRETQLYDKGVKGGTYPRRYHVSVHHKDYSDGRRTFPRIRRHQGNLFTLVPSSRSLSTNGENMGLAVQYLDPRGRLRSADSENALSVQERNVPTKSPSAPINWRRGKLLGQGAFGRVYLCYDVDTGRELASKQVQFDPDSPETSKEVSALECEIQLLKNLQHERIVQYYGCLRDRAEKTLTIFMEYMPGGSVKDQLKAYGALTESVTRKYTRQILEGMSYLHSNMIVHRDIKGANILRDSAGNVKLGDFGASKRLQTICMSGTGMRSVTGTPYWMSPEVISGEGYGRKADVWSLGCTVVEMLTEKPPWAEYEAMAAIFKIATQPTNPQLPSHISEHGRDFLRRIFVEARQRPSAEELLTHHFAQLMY
# CRFR2-BP antag = antagonists of CRF-BP/CRF-R2 complex, primary screen, cell-based, HEK293, calcium dye fluorescence, uHTS; inhibition, % at 11.8 µM; 350,000 tested, 0.59% active; AID 588475, 2011; CRF-induced calcium fluorescence;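 active = inhibition of the ligand-induced calcium signal above about 50% at the single tested concentration, limit read from the data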
# GalR3 antagonist = GalR3 antagonists in HEK293 cells, primary screen, cell-based, fluorescence readout; HEK293 GalR3-CNG cAMP membrane potential fluorescence; galR3 body fused to GalR1 C-terminus; 360,000 tested, 0.44% active; inhibition, % at 3 µM; AID 651719, 2012; Galanin receptor type 3 (Homo sapiens), O60755;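 active = inhibition above the screen-wide average plus 3 SD, cut at about 13% in these data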;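 also: forskolin and galanin both at EC90 stimulate the cells; cAMP rise reported by CNG channel membrane potential dye signal; 0% = forskolin plus galanin with DMSO and 100% = forskolin alone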
# IDE cell activ = human IDE activators in live cells, primary screen, fluorescence polarization, HEK cells, FAbeta-B substrate; FAbeta-B cleavage; 0% vehicle, 100% cell-free pure enzyme wells; 340,000 tested, 0.073% active; activation, % at 5.96 µM;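 active = activation above the mean of all tested compounds plus 3 SD, set per screening campaign, cut at about 17% in these data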
# p-CIP stab down = p/CIP-EGFP fusion destabilizers, primary screen, fluorescence, F442A cells | decrease of EGFP signal, % at 10 µM | 290,000 tested, 0.01% active | 16 h | Q05BA5;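 active = EGFP signal decrease of at least 30% at 10 µM or well 3 SD below plate mean, unless failing retest; inactive = the rest, including hits failing retest or dose response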; also: some compounds called inactive have numbers as strong as hits; many of its hits are not listed in these tables
# PHOSPHO1 inh = PubChem AID 1565; Phosphoethanolamine/phosphocholine phosphatase (Homo sapiens), Q8TCT1; recombinant PHOSPHO1, absorbance phosphatase assay; inhibition, % at 13.3 µM; 290,000 tested, 1.1% active; in the data active = inhibition above about 60%
# Target sequence (Q8TCT1 whole entry, looked up): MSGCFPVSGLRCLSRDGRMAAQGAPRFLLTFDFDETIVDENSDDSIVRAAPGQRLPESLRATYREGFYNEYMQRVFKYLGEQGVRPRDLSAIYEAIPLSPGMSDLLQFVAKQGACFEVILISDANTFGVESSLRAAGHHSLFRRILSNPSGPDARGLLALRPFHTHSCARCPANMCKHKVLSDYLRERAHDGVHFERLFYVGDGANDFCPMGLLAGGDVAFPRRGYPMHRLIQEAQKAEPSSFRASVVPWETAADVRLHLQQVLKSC
# IDE inh = human IDE inhibitors in live cells, primary screen, fluorescence polarization, HEK cells, FAbetaB substrate; Insulin-degrading enzyme (Homo sapiens), P14735; FAbetaB cleavage; inhibition, % at 5.59 µM; 320,000 tested, 0.41% active;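 active = percent inhibition above the average of all tested compounds plus 3 SD, set per screening campaign, cut at about 16% in these data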;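 also: IDE supplied by intact live HEK cells; FP after avidin binding of uncleaved biotin substrate so inhibition keeps polarization high; 0% = DMSO wells and 100% = 60 µM reference IDE inhibitor Ii1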
# CRFR2-BP ag = agonists of CRF-BP/CRF-R2 complex, primary screen, cell-based, HEK293, calcium dye fluorescence, uHTS; CRF-binding protein / CRF receptor 2 complex (human); calcium dye fluorescence (FLIPR); percent of saturating CRF peptide response; activation, % at 13.2 µM; 350,000 tested, 0.46% active; AID 588473, 2011;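 active = activation of at least 50%, plus an integration ratio under a set limit after plate pattern correction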;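 also: plate controls were neutral control wells without compound for no effect and CRF at EC100 for full effect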
# An asterisk follows results filed as active; . = no result given. Rows are unselected. Share with any hit: about 4.2%.
SMILES,M4 PAM,MEKK3 PB1 HTS,CRFR2-BP antag,GalR3 antagonist,IDE cell activ,p-CIP stab down,PHOSPHO1 inh,IDE inh,CRFR2-BP ag
COc1cc(CN2CCNC(=O)C2CC(=O)O)cc(OC)c1 (stereo unspecified),-2,99,-16,-7,6,1,-18,2,1.9
O=c1[nH]nc(SCc2ccccc2Cl)n1-c1ccc2c(c1)OCCO2,0,98,-5,-4,.,-2,-1,-4,-2.5
CC(C)(C)OC(=O)NCCC(=O)N/N=C/c1ccc2nccnc2c1,-6,102,3,3,-5,3,-28,1,-1.8
Cc1ccc(CNC(=O)C2CSC3(C)CCC(=O)N23)cc1 (stereo unspecified),11,.,-1,-4,-4,.,.,-2,1.7
Cc1noc(C)c1C(=O)N(CC(=O)NC1CCCC1)Cc1ccccc1F,7,102,4,-10,2,12,14,-2,-1.6
O=Cc1cccn1Cc1ccccc1[N+](=O)[O-],16,98,-7,-3,0,-12,15,4,0.7
CC(C)C1NC(=S)N(C2CCCCC2)C1=O (stereo unspecified),6,102,14,-1,0,-7,0,9,2.5
CC(C)C(NC(=O)c1c(F)cccc1F)C(=O)NCc1ccncc1 (stereo unspecified),-5,.,1,0,2,.,.,.,-0.5
COc1ccc(-c2csc(NC(=O)c3ccco3)n2)cc1,9,103,-37,1,-7,-15,-35,2,2.4
CC(=O)Nc1ccc(NC=C(C#N)C#N)cc1,-3,96,-3,-5,5,-4,27,2,-2.0
Nc1c(C(=O)NCc2ccc3c(c2)OCO3)nnn1CC(=O)Nc1ccc(Br)cc1,-8,97,-7,-10,0,3,12,3,0.5
CN(C(=O)Nc1ccc(Cl)c(Cl)c1)c1ccccc1C(=O)O,-17,97,12,-7,6,-12,1,3,0.7
O=C(Nc1c2c(nn1-c1ccccc1)CS(=O)(=O)C2)c1ccco1,3,103,-7,0,-6,0,-134,4,1.0
COc1ccccc1NC(=O)Nc1ccc(F)c(F)c1,-4,101,-10,-3,6,-19,6,4,-2.5
COc1ccc(-c2ccc3oc(-c4ccsc4)cc(=O)c3c2)cn1,4,.,-32,-4,2,.,.,0,0.9
COc1ccc(CC(=O)NCCCc2ccccc2)cc1OC,2,102,2,-4,-1,-10,31,1,-0.8
Nc1ccc(C(=O)OCC(=O)N2CCc3ccccc3C2)cc1[N+](=O)[O-],-4,103,-40,-2,7,-20,7,2,-2.2
Nc1nc2c(ncn2COCCO)c(=O)[nH]1,0,109,-28,0,3,1,4,0,1.0
CC(=O)N1c2ccc(S(=O)(=O)N(C)CC(=O)Nc3cccc(C)c3)cc2CC1C (stereo unspecified),-8,101,-7,-7,7,-13,1,4,-2.3
Cc1cc(C)c(NC(=O)CS(=O)CC(=O)Nc2ccc(N3CCOCC3)cc2)c(C)c1 (stereo unspecified),0,99,10,-11,4,3,39,-1,0.6
O=C(O)c1cccc(NC(=O)c2ccc(Cl)c(S(=O)(=O)N3CCCCCC3)c2)c1,20,103,3,1,1,8,-13,-3,-0.9
COC(=O)c1ccc(C(=O)OC)c(NC(=S)N2CCC(N3CCCCC3)CC2)c1,-12,103,-14,-4,5,-7,-20,3,1.4
COc1ccc(C=C(C(=O)O)c2ccc(OC)cc2)cc1,0,.,-1,-6,7,.,.,.,-3.7
COc1ccc(NC(=S)N2CCN(C/C=C/c3ccccc3)CC2)c(OC)c1,5,107,-7,-6,-1,0,47,0,2.2
Cc1nc2cc(CC(=O)O)ccc2o1,-3,101,0,-4,6,5,12,8,-1.3
# Later entries:
SMILES,M4 PAM,MEKK3 PB1 HTS,CRFR2-BP antag,GalR3 antagonist,IDE cell activ,p-CIP stab down,PHOSPHO1 inh,IDE inh,CRFR2-BP ag
Cc1ccc(S(=O)(=O)N2CCOCC2)cc1NC(=O)Nc1ccc([N+](=O)[O-])cc1,1,.,2,-5,1,.,.,7,-2.1
CC(C)c1nnc2n1N=C(c1ccc(Cl)cc1)CS2,-2,107,6,0,3,8,.,.,0.8
CC1CCN(C(=O)c2nc[nH]c2C(=O)OCCNC(=O)OC(C)(C)C)CC1,20,.,-1,-4,0,.,.,-5,-0.1
COc1ccccc1CC(=O)Nc1ccc(S(=O)(=O)N2CCCC2)cc1,2,105,0,-2,4,-2,35,3,0.4
O=C(Nc1nnc(-c2ccco2)o1)c1ccc(Cl)cc1,9,79,-4,4,0,3,20,-7,-3.9
COc1ccc(-c2cc(C(=O)N3CCCCCC3)c3ccccc3n2)cc1OC,-7,.,1,-7,.,.,.,.,-0.8
COC(=O)c1cc(-c2ccc(OC)cc2)nc2nc(SC)[nH]c(=O)c12,-3,99,12,3,1,-12,30,2,-2.6
C[N+](C)(C)CC(=O)N1CCN(c2ccc3ccccc3n2)CC1,5,103,10,7,2,7,26,.,1.0
COc1ccc(N2CCN(CCCNC(=O)c3ccc(CS(=O)(=O)c4ccc(OC)cc4)o3)CC2)cc1,-10,98,-12,-7,5,-2,49,2,-0.7
CC(C)=C(NC(=O)c1ccccc1)C(=O)NCCc1nc2ccccc2[nH]1,-3,97,-10,2,5,-4,64*,7,2.5
CC(C)(C)OC(=O)N1CCC[C@H]1C(=O)N/N=C/c1cccc2nccnc12,-5,94,-4,-1,.,14,6,2,-5.4
COc1ccc(Nc2ccc(N3C(=O)CC(C)C3=O)cc2[N+](=O)[O-])cc1OC (stereo unspecified),17,100,11,-6,12,-5,-29,-8,-1.0
N=c1ccn(CC(=O)NC(N)=O)c2ccccc12,4,87,11,-3,5,4,-1,3,3.9
N#CC1=C(N)C(C#N)(C#N)C2(C(=O)Nc3ccccc32)C2CCCC=C12 (stereo unspecified),1,100,-40,1,2,-10,13,-3,0.1
CCN(CC)CCN(C(=O)Cn1nnc(-c2ccc(C)o2)n1)C(C(=O)NC(C)(C)C)c1cccs1 (stereo unspecified),-1,109,1,-5,2,-7,35,6,1.2
COc1ccc(CC(=O)N/N=C/c2cccs2)cc1OC,1,103,-11,3,2,4,14,3,-1.2
COC(=O)c1c(NC(=O)CCl)sc(C(=O)N2CCOCC2)c1C,5,99,8,-9,4,-4,26,0,-0.2
Cc1nnc(NC(=O)c2ccccc2NC(=O)c2ccccc2)s1,-13,97,-18,-2,5,2,25,1,3.0
C[C@@H]1CN([C@@H](C)CO)C(=O)CCCn2nncc2CO[C@H]1CN(C)Cc1ccccc1C(F)(F)F,-1,.,-1,-5,.,.,.,.,-0.9
O=C1OC(Cc2ccccc2)C(c2ccccc2)C1=O (stereo unspecified),5,.,-1,-5,8,.,.,.,-3.6
O=c1cc(-c2ccccc2)[nH]c2[nH]n(-c3ccccc3)c(=O)c12,4,98,-2,-4,11,-13,14,5,0.7
Cc1csc(NC(=O)CSc2nnc(-c3cc(C)on3)o2)n1,1,100,6,-3,6,-14,16,1,-0.6
CC1(C)S[C@@H]2[C@H](NC(=O)COc3ccccc3)C(=O)N2C1C(=O)OCc1cc2ccccc2n1S(=O)(=O)c1ccccc1 (stereo partly specified),.,108,.,.,.,-8,-2,0,.
Cc1ccc(CNC(=O)C(=O)NCCC2CCCCN2S(=O)(=O)c2ccccc2)cc1 (stereo unspecified),-2,.,1,-4,3,.,.,1,-0.4
COc1cc(/C=C2/SC(=O)N(Cc3ccccc3Cl)C2=O)ccc1OCc1ccncc1,7,97,-16,0,2,-2,-14,5,-2.4

# Looked up by structure from the entries so far, 4 records:
SMILES,M4 PAM,MEKK3 PB1 HTS,CRFR2-BP antag,GalR3 antagonist,IDE cell activ,p-CIP stab down,PHOSPHO1 inh,IDE inh,CRFR2-BP ag
O=c1[nH]nc(SCc2ccccc2Cl)n1-c1ccc2c(c1)OCCO2,0,98,-5,-4,.,-2,-1,-4,-2.5
Nc1ccc(C(=O)OCC(=O)N2CCc3ccccc3C2)cc1[N+](=O)[O-],-4,103,-40,-2,7,-20,7,2,-2.2
O=Cc1cccn1Cc1ccccc1[N+](=O)[O-],16,98,-7,-3,0,-12,15,4,0.7
COc1ccc(-c2ccc3oc(-c4ccsc4)cc(=O)c3c2)cn1,4,.,-32,-4,2,.,.,0,0.9

# More structures:
SMILES,M4 PAM,MEKK3 PB1 HTS,CRFR2-BP antag,GalR3 antagonist,IDE cell activ,p-CIP stab down,PHOSPHO1 inh,IDE inh,CRFR2-BP ag
O=C(OCc1ccc([N+](=O)[O-])cc1)c1ccccn1,2,102,13,-6,4,5,-25,2,-2.6
CCN(CC(=O)Nc1ccc2c(c1)OCCO2)C(=O)c1ccc(C(F)(F)F)cc1,0,.,-6,-5,9,.,.,4,-0.2
CC1CCc2nn(CC(=O)NCc3ccc4c(c3)OCO4)cc2C1 (stereo unspecified),2,101,-13,1,0,1,15,-1,-1.6
Cc1cccc(C)c1OCc1cc(C(=O)N2CCN(C3CCCC3)CC2)no1,-3,102,-4,-3,-23,-5,48,4,-0.7
COc1cc(Cl)ccc1OCc1cc(C(=O)N2CC[C@@H]3CCCC[C@H]3C2)no1,-7,102,4,-2,3,-3,15,-6,0.6
CCn1cc(C(=O)NCc2ccco2)c(=O)c2cc(S(=O)(=O)N3CCc4ccccc4C3)ccc21,-6,96,-1,-1,3,-8,11,2,-1.0
CCCCCCCCCCOC(=O)NC1CCS(=O)(=O)C1 (stereo unspecified),5,99,-11,-5,1,12,-10,7,-0.6
CCCCCn1cnc2sc(-c3ccccc3)cc2c1=O,5,97,2,-2,-2,-4,-100,8,0.0
CN(CC(=O)Nc1cccc(F)c1)C(=O)c1cccc(S(=O)(=O)N2CC3(C)CC2CC(C)(C)C3)c1 (stereo unspecified),-4,.,-12,-5,1,.,.,-5,-0.6
CC(C)c1ccc2c(c1)C(N1CCNCC1)Cc1ccc(F)cc1S2 (stereo unspecified),.,.,-34,-3,.,.,.,4,5.6
O=C(Cc1nc2ccccc2[nH]1)c1ccc(Cl)cc1,1,104,-5,-9,-4,-4,28,2,0.7
CCNc1nc(NCC)nc(N/N=C/c2ccc(O)c(OC)c2)n1,2,105,-24,-5,3,-9,20,2,0.8
COc1cccc(NC(=O)COC(=O)Cn2c(C)csc2=O)c1,6,.,1,0,7,.,.,3,-0.9
O=S(=O)(c1ccc2nc(Nc3ccccc3)ccc2c1)N1CCCCC1,-4,94,-21,1,-7,-3,24,1,1.0
NS(=O)(=O)c1ccc(CCNCc2cc(Br)ccc2OCc2ccccc2F)cc1,-16,95,-26,-8,0,-10,-24,6,1.3
Cc1ccc(Cl)cc1N1CCN(C(=O)CSc2ccsc2[N+](=O)[O-])CC1,-13,133*,-8,-1,3,-12,-12,-2,-0.5
CCC(Oc1ccc(C)c(C)c1)C(=O)N1CCCN(C)CC1 (stereo unspecified),-4,102,-4,-5,-1,-10,5,2,-0.1
COc1ccc2c(=O)c3c(=O)n(Cc4ccco4)c(-c4ccccc4)nc3oc2c1,12,102,2,-3,1,-9,10,-1,-0.2
CC(C)CC(NC(=O)C(COCc1ccccc1)NC(=O)OC(C)(C)C)C(=O)NN (stereo unspecified),-2,87,-11,-5,-1,3,-10,6,-1.3
COc1ccc(OC)c(-c2csc(NC(=O)CN3C(=O)NC4(CCCC4)C3=O)n2)c1,5,.,-17,-3,-1,.,.,3,0.4
Cc1cc(C)n(CC(O)Cn2ccc3ccccc32)n1 (stereo unspecified),-6,95,9,-4,2,-1,0,8,1.7
Cc1onc(-c2ccccc2Cl)c1C(=O)OCC(=O)N1CCN(c2ccccc2)CC1,3,.,26,1,1,.,.,5,-0.8

# High-throughput results: PubChem BioAssay, several laboratories
